Bioassay records as filed in PubChem.
ST2 IL33 inh = inhibitors of human ST2 (IL1RL1) binding to IL-33, primary screen, biochemical, AlphaLISA | hit rate 2.3% among 78,000 | AlphaLISA ST2-Fc/biotin-IL-33 interaction, 1 h | inhibition, % for hits at 17 µM; in the data active = inhibition above about 30%; inconclusive = mostly about 10% to 28%
Target sequence (Q01638 whole entry, looked up): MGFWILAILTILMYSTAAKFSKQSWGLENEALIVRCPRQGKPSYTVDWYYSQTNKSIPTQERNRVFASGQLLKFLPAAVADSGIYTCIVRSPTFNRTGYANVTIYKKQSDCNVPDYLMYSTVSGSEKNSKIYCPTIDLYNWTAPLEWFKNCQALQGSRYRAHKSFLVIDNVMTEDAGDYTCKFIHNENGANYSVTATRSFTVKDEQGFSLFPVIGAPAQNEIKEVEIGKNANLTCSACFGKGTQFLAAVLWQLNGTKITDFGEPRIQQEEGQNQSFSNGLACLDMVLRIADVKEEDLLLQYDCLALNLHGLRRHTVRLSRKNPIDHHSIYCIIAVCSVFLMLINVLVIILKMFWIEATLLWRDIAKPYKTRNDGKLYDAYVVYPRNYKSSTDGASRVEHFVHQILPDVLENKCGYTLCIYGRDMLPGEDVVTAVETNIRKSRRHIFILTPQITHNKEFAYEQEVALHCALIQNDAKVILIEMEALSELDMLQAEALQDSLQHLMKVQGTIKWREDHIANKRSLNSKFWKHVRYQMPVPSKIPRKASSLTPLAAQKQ
An asterisk follows results filed as active; i = inactive; ? = inconclusive. Some of the compounds tested. The share of hits here may be higher or lower than overall.

Start of the listing, in advance (4 entries):
SMILES	ST2 IL33 inh
CSc1nc2ccccc2c2nc3ccccc3n12	?
CC(C)CCNC(=O)c1ccc2c(c1)ncn2C1CCCC1	i
COc1ccccc1/C=C1/C(=O)N(c2ccccc2)N=C1C	i
O=C(CCN1CCc2ccccc21)NCc1cnn2ccccc12	?

The whole of this part, previewed entries included:
SMILES	ST2 IL33 inh
CSc1nc2ccccc2c2nc3ccccc3n12	?
CC(C)CCNC(=O)c1ccc2c(c1)ncn2C1CCCC1	i
COc1ccccc1/C=C1/C(=O)N(c2ccccc2)N=C1C	i
O=C(CCN1CCc2ccccc21)NCc1cnn2ccccc12	?
Cc1cc(N2CCN(C)CC2)nc2ccc(NC(=O)Cc3cccc(C(F)(F)F)c3)cc12	i
CCOc1ccc(-c2cn(-c3cc(Cl)c(OC)cc3OC)c(=O)[nH]2)cc1Cl	i
Nc1ccc2oc(-c3cc(Cl)ccc3Cl)nc2c1	?
COc1cccc(NC(=O)CSc2nnc(-c3ccoc3C)n2-c2ccccc2)c1	i
CCOc1cc(C(=O)N(c2ccc(F)cc2)C2C=CS(=O)(=O)C2)cc(OCC)c1OCC (stereo unspecified)	i
CCN(CC)S(=O)(=O)c1ccc2oc(C(=O)N(C)Cc3ccccc3)c(C)c2c1	i
O=C1NC(C(=O)N2Cc3cnc(-c4ccccc4)nc3C2)CO1 (stereo unspecified)	?
Cc1cccc(NC(=O)CC(=O)N(C)Cc2nccn2Cc2ccccc2)c1C	?
CNc1cc(C(=O)N(C)CCc2scnc2C)ccn1	?
COc1cc(C)nc(N(CC(N)=O)S(=O)(=O)c2ccc(C)cc2)n1	i
O=C1C2C3CCC(C3)C2C(=O)N1c1ccc(O)cc1 (stereo unspecified)	i
CCc1ccc(N2C(=O)NC(=O)C(Cc3ccc(OC)c(OC)c3)C2=O)cc1 (stereo unspecified)	i
CN1C[C@@H](NC(=O)Nc2ccc(Cl)cc2)C[C@H]1c1nc(-c2cncnc2)no1	?
O=C(O)CCC1(C(=O)O)OCCc2ccccc21 (stereo unspecified)	i
Cc1nnc(-c2ccc(Oc3ccc(Cl)cc3)c([N+](=O)[O-])c2)o1	i
CCOc1ccc(NC(=O)C(C)Sc2ccccc2)cc1 (stereo unspecified)	i

3 records picked at random from the list so far, as already listed:
SMILES	ST2 IL33 inh
CCOc1cc(C(=O)N(c2ccc(F)cc2)C2C=CS(=O)(=O)C2)cc(OCC)c1OCC (stereo unspecified)	i
CN1C[C@@H](NC(=O)Nc2ccc(Cl)cc2)C[C@H]1c1nc(-c2cncnc2)no1	?
CCOc1ccc(-c2cn(-c3cc(Cl)c(OC)cc3OC)c(=O)[nH]2)cc1Cl	i

Continuation.
SMILES	ST2 IL33 inh
Cc1ccc(C(=O)NC(Nc2ccccc2F)C(=O)c2ccccc2)cc1 (stereo unspecified)	i
O=C(CN1C(=O)C2(OCCO2)c2ccccc21)c1ccc(F)cc1	?
N#Cc1ccc(Oc2ccc(C(=O)Nc3ccccc3)cc2)cc1	i
COc1cccc(N2CCN(C/C=C/c3ccccc3[N+](=O)[O-])CC2)c1	?
CC(=O)O[C@@H]1[C@@H](OC(=O)/C=C/c2ccccc2)[C@H](C)O[C@@H](O[C@H]2[C@@H]3C=CO[C@@H](O[C@@H]4O[C@H](CO)[C@@H](O)[C@H](O)[C@H]4O)[C@@H]3[C@@]3(CO)O[C@@H]23)[C@@H]1OC(C)=O	i
O=C(Cn1cnc2c(cnn2-c2ccc(Cl)cc2)c1=O)Nc1ccc(Cl)cc1	i
O=C(CSc1n[nH]c(=O)[nH]c1=O)c1ccccc1[N+](=O)[O-]	i
NC(=O)c1c(NC(=O)C2CCCCC2)sc2c1CCCC2	?
CCOC(=O)N1CCN(C2CCCN(C3CCN(c4ccc(OC)cc4)CC3)C2)CC1 (stereo unspecified)	i
CCC(C)N(Cc1cccnc1)C(=O)c1ccc2nc(C)[nH]c2c1 (stereo unspecified)	?
C=CCSc1nnc2c(n1)[nH]c1c(C)cc(C)cc12	i
O=C(CCS(=O)(=O)c1cccc2nonc12)Nc1ccc(Br)cc1	i
Cc1ccc(S(=O)(=O)c2nc(-c3ccc(Cl)cc3)oc2N2CCOCC2)cc1	i
O=C(NC1CC1)c1ccnc(N2CCC3(CCCO3)CC2)c1	i
Cc1ccc2c(c1)/C(=c1/sc3nc4ccccc4n3c1=O)C(=O)N2	?
CCS(=O)(=O)NCc1nc2cccnc2n1Cc1ccccc1Cl	i
Cn1c(=O)c2[nH]c(C3CCCC3)nc2n(C)c1=O	i
CCN1CCNC(=O)C1CC(=O)Nc1cc2c(C)cc(=O)oc2cc1C (stereo unspecified)	i
Cc1ccc(O)c(NC(=O)c2noc3c2CCC3)c1	i
CCCC1CCc2c(sc(NC(=O)c3cccnc3)c2C(N)=O)C1 (stereo unspecified)	?

Ordered by molar mass (low to high): seven of the compounds above.
SMILES	ST2 IL33 inh
Cc1ccc(O)c(NC(=O)c2noc3c2CCC3)c1	i
N#Cc1ccc(Oc2ccc(C(=O)Nc3ccccc3)cc2)cc1	i
Cc1ccc2c(c1)/C(=c1/sc3nc4ccccc4n3c1=O)C(=O)N2	?
COc1cccc(N2CCN(C/C=C/c3ccccc3[N+](=O)[O-])CC2)c1	?
O=C(Cn1cnc2c(cnn2-c2ccc(Cl)cc2)c1=O)Nc1ccc(Cl)cc1	i
Cc1ccc(S(=O)(=O)c2nc(-c3ccc(Cl)cc3)oc2N2CCOCC2)cc1	i
CCOC(=O)N1CCN(C2CCCN(C3CCN(c4ccc(OC)cc4)CC3)C2)CC1 (stereo unspecified)	i

(listing goes on)
SMILES	ST2 IL33 inh
CSc1ccccc1N1C(=O)C2C3CCC(C3)C2C1=O (stereo unspecified)	?
NC(Cc1ccc(O)cc1)C(=O)OCc1ccccc1 (stereo unspecified)	i
CSc1nc2ccc(NC(=O)c3cc(=O)c4ccccc4o3)cc2s1	i
CCOc1ccc(NC(=O)c2cc3cc(OC)ccc3oc2=O)cc1	?
COc1ccc(CN2CCSCC2)cc1O	i
N#C/C(=C\c1ccc(N2CCOCC2)cc1)c1nc2ccccc2[nH]1	i
CC(C)NC(=O)CC[C@@H]1CNC(=O)[C@@H]2C[C@H](NCc3ccccc3)CN12	i
Cc1cc(NC(=O)Cn2c(=O)n(-c3ccc(F)cc3)c(=O)c3sccc32)n[nH]1	?
O=C(N[C@H]1CCN2C(=O)c3ccc(Cl)cc3NC(=O)[C@H]12)C1CCCC1	i
CCN(CC)S(=O)(=O)c1ccc2oc(C(=O)NC3CCC(C)CC3)c(C)c2c1 (stereo unspecified)	i
CCOc1cc(OCC)cc(C(=O)N2CCN(c3ccc([N+](=O)[O-])cc3)CC2)c1	i
CCC(=O)Nc1cc(C(=O)NC(C)CC)ccc1S(=O)(=O)c1ccc(C)cc1 (stereo unspecified)	?
Cc1cccc(=O)n1CCC(=O)N1CCNCC1C(=O)N1CCCC1 (stereo unspecified)	?
COc1ccc(C2Oc3c(Br)cc(Br)cc3C=C2[N+](=O)[O-])cc1OC (stereo unspecified)	56%*
Cc1cc(NC(=O)CSc2nc3c(sc4ccccc43)c(=O)n2CCc2ccccc2)n[nH]1	i
CC1(C)C(=O)OC(c2ccccc2)C(C)(C)C1=O (stereo unspecified)	i
Cc1nn(C)c(C)c1-c1cc(C(=O)N2C[C@@H]3[C@H](C2)[C@H]2CC[C@@H]3O2)n(C)n1	?
CO[C@H](C(=O)N1C[C@@H]2C[C@H](C1)[C@@H]1CCCC(=O)N1C2)c1ccccc1	i
CC(CCc1ccco1)NC(=O)c1ccc(=O)n(C)c1 (stereo unspecified)	i
CCCN(c1ccc(C(C)C)cc1)S(=O)(=O)c1cccc2nsnc12	?
COc1ccc(C2OC(=O)C(C)(C)C(=O)C23CCCCC3)cc1 (stereo unspecified)	i
CC(C)c1ccc(CNC(=O)CCCc2nc3cccnc3n2Cc2ccccc2)cc1	i
CC(=O)C1=C(C)OC(N)=C(C#N)C1c1ccc(OCc2ccccc2)cc1 (stereo unspecified)	?
O=C(NCc1cccs1)c1cc(-c2ccc(Br)s2)nc2ccccc12	i
Cn1c(C(=O)NCc2ccccc2Cl)cc2sc(Cl)cc21	?
O=C1C(=C(O)c2ccccc2)NS(=O)(=O)c2ccccc21	i
CSc1nc2n(n1)C(c1ccc(N(C)C)cc1)C1=C(CC(C)(C)CC1=O)N2 (stereo unspecified)	?
CCOC(=O)C1(Cc2cccc(Cl)c2)CCCN(C(=O)c2ccccc2-c2ncc[nH]2)C1 (stereo unspecified)	i
COc1ccccc1CNC(=O)C[C@@H]1CCNC[C@@H]1Cc1cc(COc2ccccc2)on1	i
O=C(C1CC1)N1CCc2cc(S(=O)(=O)Nc3cccc(Cl)c3)ccc21	i
COC(=O)c1c(C)[nH]c(C)c1C(=O)c1ccccc1Cc1ccccc1	i
O=C(C(Sc1ccccc1)c1ccccc1)N1CCN(c2ccccc2)CC1 (stereo unspecified)	?
Cc1cccc(N2C(=O)c3cccnc3C2=O)c1C	i
Cc1noc2ncnc(NCc3cccnc3N(C)C3CCCCC3)c12	i
CC(C)CN1CC[C@H](c2nnc(-c3ccco3)o2)C1	i
CN(C)c1ccc(C(=O)NC[C@H]2O[C@@H](CO)[C@@H](O)[C@H]2N2CCN(c3ccc(F)cc3)CC2)cc1	i
CCn1cc(CN2CCN(Cc3cccs3)C(CCO)C2)cn1 (stereo unspecified)	i
O=C1c2cc(Cl)c(Cl)cc2C(=O)N1c1ccc(F)cc1	i
Nc1ccccc1S(=O)(=O)NCC(=O)N1CCCC1	i
Cc1[nH]nc2c1[C@]1(C(=O)N(CC(N)=O)c3ccccc31)C(C#N)=C(N)O2	i
COc1cccc(Cn2c(CNS(=O)(=O)c3c(C)cc(C)cc3C)nc3cccnc32)c1	?
CC(C)CCNC(=O)c1ccco1	i
Cn1nc(-c2ccc(Cl)cc2)c2cc(C(=O)Nc3ccc4c(c3)OCCO4)sc21	i
CC(C(=O)NCc1ccncc1)N(c1ccccc1)S(C)(=O)=O (stereo unspecified)	i
CCN1CCCC1CN(CC1CCN(CCOC)CC1)C(=O)c1sccc1C (stereo unspecified)	i
COc1ccc2nc(N3CCCC3C(=O)NCCCc3ccccc3)nc(C)c2c1 (stereo unspecified)	i
Cc1cc(NC(=O)CS(=O)(=O)c2cn(Cc3ccc(F)cc3)c3ccccc23)no1	i
COc1ccccc1NC(=O)c1cc2cc(Br)ccc2oc1=O	i
O=C(O)c1cc(N2C(=O)c3ccccc3C2=O)ccc1Cl	i
COc1cccc(-n2cc(CN(C)Cc3cc4ccccc4[nH]3)cn2)c1	?
CC1CCCCN1C(=O)c1cnc2n(c1=O)CCS2 (stereo unspecified)	i
Cc1c(Br)c([N+](=O)[O-])nn1CCCC(=O)Nc1sc2c(c1C(N)=O)CCCC2	?
Cc1cccn2c(=O)c3cc(C(=O)N4CCCC4)n(C)c3nc12	i
Cc1cccc(CSC2=NCCN2C(=O)c2ccc(S(=O)(=O)N3CCOCC3)cc2)c1	i
COc1cccc(C2N(c3ccc(Cl)c(Cl)c3)C(=O)C3CCCN32)c1OC (stereo unspecified)	i
COC(=O)c1ccc(C(=O)Nc2nc3ccc4nc(C)sc4c3s2)cc1	30%*
CCOC(=O)N1CCN(C(=O)c2ccc(N3CCC(NCCc4ccncc4)CC3)cc2)CC1	i
Cc1nnsc1CN(C)C(=O)C1CC(=O)N(c2cccc(O)c2)C1 (stereo unspecified)	?
O=[N+]([O-])c1ccc(-c2cnc(NO)nc2)cc1	?
CC(O)CCc1ccc(O[C@@H]2O[C@H](CO)[C@@H](O)[C@H](O)[C@H]2O)cc1 (stereo partly specified)	i
Next section:
SMILES	ST2 IL33 inh
Cc1ccc([N+](=O)[O-])cc1NC(=O)c1ccc(S(=O)(=O)c2ccc(Cl)cc2)cc1	?
CSc1cccc(NC(=O)Cc2c(C(=O)O)[nH]c3ccc(Cl)cc23)c1	i
O=C1CC2([N+](=O)[O-])CN(CCO)CC([N+](=O)[O-])(C1)C2	i
COc1ccc(C2(C(N)=O)CCCC2)cc1OC	i
CCN=C1SC(CC(=O)Nc2cccc(C(F)(F)F)c2)C(=O)N1CC (stereo unspecified)	?
CC(c1cccc(-c2ccc(Cn3ccnc3)cc2)c1)N(C)C (stereo unspecified)	?
COc1ccc(Cl)cc1NC(=O)c1nn(C)cc1[N+](=O)[O-]	i
O=C(c1cc(-c2ccc(Cl)cc2)on1)N1CCCCCC1	i
CCCCNC(=O)Cc1c(C(=O)O)[nH]c2ccc(Cl)cc12	i
O=C(c1cnc[nH]1)N1CCOc2c(O)cc(-c3csc4ccccc34)cc2C1	i
Cc1c(C(=O)N2CCCCC2)sc2ncnc(N3CCN(c4ccccn4)CC3)c12	i
O=[N+]([O-])c1ccc(-c2nc(NCCO)c3ccccc3n2)cc1	?
COc1ccc(C(=O)ON=C2C=CC(=O)C=C2)cc1	?
COc1ccc(C(=O)N2C[C@@H]3C[C@H](C2)c2ccc(NC(=O)c4ccccc4)c(=O)n2C3)cc1	i
COc1ccc2[nH]c(C(=O)O)c(CCNC(C)=O)c2c1	?
COC(=O)OC1=C(c2ccccc2)C(=O)c2ccccc21	?
CC(C(=O)N(C)C)N(C)Cc1ccccc1-c1ccco1 (stereo unspecified)	i
CCOC(=O)N1CCN(Cc2ccccc2Cl)CC1	i
CCN(CC)C(=O)C1CCCN(C(=O)Nc2ccc3nsnc3c2)C1 (stereo unspecified)	i
CCOC(=O)c1c(NC(=O)CCCn2nc(C)c([N+](=O)[O-])c2C)sc(C)c1C	?
COc1ccc(-c2ccc3c(c2)C(=O)N2CC[C@H](NC(=O)c4cccc(F)c4)[C@H]2C(=O)N3)cc1	i
COc1ccc(C2=N/C(=C\c3cc(Br)ccc3F)C(=O)O2)cc1OC	i
COc1ccc(NC(=O)CSc2c3c(nc4ccccc24)CCC3)c(OC)c1	i
O=C(O)c1ccccc1C(=O)Nc1cccc(Cl)c1Cl	i
COc1cccc(OC)c1OCCNCC1COc2ccccc2O1 (stereo unspecified)	i
COc1ccc(-n2nc3c(c2NC(=O)c2ccc(S(=O)(=O)N(C)C)cc2)CSC3)cc1	?
O=C(NCC1CCCN(Cc2nc3ccccc3s2)C1)c1cc2ccccc2[nH]1 (stereo unspecified)	i
COc1cc(C(=O)Nc2ccccc2-c2ccccc2)cc(OC)c1OC	i

Structures above containing a CF3 group, in the order listed:
SMILES	ST2 IL33 inh
Cc1cc(N2CCN(C)CC2)nc2ccc(NC(=O)Cc3cccc(C(F)(F)F)c3)cc12	i
CCN=C1SC(CC(=O)Nc2cccc(C(F)(F)F)c2)C(=O)N1CC (stereo unspecified)	?
